TDP1 cell CPT – qHTS for Inhibitors of human tyrosyl-DNA phosphodiesterase 1 (TDP1): qHTS in cells in presence of CPT | Potency, µM (top dose mostly 46.2 µM), for inactives: at the top dose activity change, negative = growth inhibition, most hits filed as inhibitors | chicken DT40 Tdp1-/-;hTDP1 cells + 20 nM CPT, ATP luminescence, 48 h | 420,000 compounds, 12% hits; active means well fitted inhibition curve with a large enough effect; inconclusive means small, poorly fitted or top-dose-only effect; further: nearly all actives have a fitted effect of over 55% in size
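Cell growth measured by CellTiter-Glo luminescence after a minimum 48 h, 37 C compound exposure with 20 nM CPT in Tdp1-knockout DT40 cells stably expressing hTDP1, seeded 400/well; qHTS titration format.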
* hit, by the source's call; ? = inconclusive; [ ] = remark or other dose. On the % scale 0 is the no-effect control and ±100 the full control effect; potency means the concentration at half of the fitted maximal effect.

compound	TDP1 cell CPT
CC(C)NC(=O)Nc1nnc([C@H]2C[C@H](O)[C@@H](CO)O2)s1	-1.5%
O=C(Nc1ccccc1)Nc1ncc(C(F)(F)F)cc1Cl	-10.2%
OC(c1cccnc1)c1ccc2c(c1)CN(Cc1cn(-c3ccccc3)nc1-c1ccccc1)CCO2 (centres undefined)	-9.4%[9.04 µM]
CCOc1cc(OCC)cc(C(=O)N2CCC[C@H]2C(=O)N2CCC[C@H]2C(=O)N[C@@H](C)c2ccccc2)c1	?
C[C@H]1CN([C@@H](C)CO)S(=O)(=O)c2ccc(Br)cc2O[C@H]1CN(C)C(=O)CN(C)C	-13.4%
CCc1nc2ccc(C(=O)Nc3ccc(NC(C)=O)cc3)cn2c1N(C)CCC(C)C	?
CC1(C(=O)NCc2ccc(C(F)(F)F)cc2)CCN1C1Cc2ccccc2C1 (centres undefined)	?
O[C@H]1CN(Cc2cccs2)[C@@H](c2ccc(Cl)cc2)C[C@@H]1n1cc(C2CC2)nn1	-3.9%
C[C@@H]1CN([C@H](C)CO)S(=O)(=O)c2ccc(Br)cc2O[C@H]1CN(C)C(=O)Nc1cccc(F)c1	?
COc1ccc([C@H]2CC(=O)C[C@@H](CCn3cc(-c4ccccn4)nn3)O2)cc1	-15.4%
Cc1cccc(C)c1NC(=O)CN1CCN(C(=O)CNC(=O)Cc2cccc3ccccc23)CC1	?
CCCCOCCCNC(=O)C[C@@H]1C[C@@]2(C(=O)OCC)CCCC=C2N(CCC2=CCCCC2)C1=O	13µM*

New compounds follow.
compound	TDP1 cell CPT
CC(=O)Nc1ccc(S(=O)(=O)NCCc2ccc3c(c2)OCCO3)cc1	-11.0%
CCOC(=O)C1(C)CCN1C(=O)c1ccc(OC)c(F)c1 (centres undefined)	3.1%
COc1ccc(NC(=O)COC(=O)c2c(C)noc2C)cc1Cl	0.5%
CCOC(=O)C1=CCN(S(=O)(=O)c2ccc(C)cc2)C1c1cccc(F)c1 (centres undefined)	?
CC(C)NC(=O)N(C)C[C@@H]1OCc2cnnn2CCCC(=O)N([C@H](C)CO)C[C@@H]1C	-3.2%
Nc1nc2cc3c(cc2cc1C(=O)NCc1ccc(F)cc1)OCO3	16.4µM*
C[C@H]1CN([C@@H](C)CO)C(=O)c2cc(Br)cnc2O[C@@H]1CN(C)C(=O)c1ccncc1	6.1%
C[C@H]1CN([C@@H](C)CO)C(=O)CCCn2cc(nn2)CO[C@@H]1CN(C)C(=O)NC1CCCCC1	0.2%
COc1ccc(NC(=O)Nc2nc(C(N)CC(C)C)cs2)cc1 (centres undefined)	?
COc1ccc(OC)c(C(=O)N(Cc2cc3cccc(C)c3nc2N2CCC(O)CC2)C2CC2)c1	3.9%[9.04 µM]
COc1cccc(NC(=O)N(C)C[C@@H]2OCc3cnnn3CCCC(=O)N([C@H](C)CO)C[C@@H]2C)c1	1.6%
Cc1ccc(Cc2c(-c3ccc(C#N)cc3)nc3c(C)cc(Br)cn23)cc1	?

(list continues)
compound	TDP1 cell CPT
Cc1cc(C)c2c(=O)n3c(nc2c1)C(Cc1ccc(O)cc1)NC(=O)c1cccnc1-3 (centres undefined)	?
O=C1NC[C@H](CCCCN2CCN(CCc3ccccc3)C(=O)C2=O)N(CCc2ccc(O)cc2)C1=O	3.2%
COc1ccc2c(c1)-c1nc(-n3ncc(C(=O)NC(C)(C)CO)c3C3CC3)ncc1CC2	12.4%[9.04 µM]
CCc1nc2ccc(C(=O)Nc3ccc(OC)c(OC)c3)cn2c1N(C)Cc1nccs1	14.6µM*
CC(C)NC(=O)C1(C)CCN1C(=O)c1ccc(F)c(Cl)c1 (centres undefined)	-11.9%
O=C(c1[nH]c(C(F)(F)F)nc1-c1ccccc1)N1CCc2c([nH]c3ccccc23)C1	5.8µM*
COC(=O)[C@@]12C[C@@H](CC(=O)N3CCN(C(=O)C4CC4)CC3)C(=O)N(CCc3ccc(OC)c(OC)c3)C1=CCC(C)(C)C2	12.3%
CCC(=O)N1CCC1(C)C(=O)NCc1ccc(SC)cc1 (centres undefined)	-6.4%
COc1ccc(NC(=O)c2cc(C3CCCCN3C(=O)CCCc3ccccc3)on2)c(C)c1 (centres undefined)	0.731µM*
CC(C)=CCCC(C)c1cc(C(=O)NCCc2ccc(O)cc2)c(N)s1 (centres undefined)	?
O=C(NC(c1ccccc1)c1ccsc1)C1CCN(CCOc2ccc(Cl)cc2Cl)CC1 (centres undefined)	?
CNc1ncnc2c1ncn2[C@H]1CN(Cc2ccc(Cl)cc2)C[C@@H](CO)O1	?

More structures.
compound	TDP1 cell CPT
COC(=O)[C@@]12C[C@@H](CC(=O)NCc3cccc4ccccc34)C(=O)N(CCc3ccc(OC)c(OC)c3)C1=CCC(C)(C)C2	?
CCN(CC)C(=O)C1=C(C)N(CCC2=CCCCC2)C(=O)C(CC(=O)NCc2ccco2)C1 (centres undefined)	?
COc1ccc(-c2cc(NC=O)c3ncc(-c4ccc(OC)c(OC)c4)n3c2)cc1	0.731µM*
O=C(CSC1=NCCS1)N1N=C(c2cccs2)CC1c1ccc(F)cc1 (centres undefined)	?
Cc1ccc([C@H]2C[C@H](n3cc(-c4ccc(F)cc4)nn3)[C@@H](O)CN2C(=O)c2cccs2)cc1	4.9%
OC[C@@H]1CN(Cc2ccc(Cl)cc2)C[C@H](n2cnc3c(N4CCCC4)ncnc32)O1	?
COC(=O)[C@]12CCCCC=C1N(Cc1ccc(Cl)cc1Cl)C(=O)[C@H](CC(=O)NCCC(C)C)C2	?
C[C@@H]1CCCCO[C@H](CN(C)S(=O)(=O)c2ccc(F)cc2)[C@@H](C)CN([C@H](C)CO)C(=O)c2cc(NC(=O)Nc3ccc(C(F)(F)F)cc3)ccc2O1	9.2µM*
CN1C(=O)c2ccccc2Cc2c(NCc3ccccc3)ncnc21	?
Cc1c(C(=O)N2CCOc3ccccc3C2)sc2ncnc(NCCCN3CCOCC3)c12	-0.6%
O=S(=O)(NN=C1CCCCCCC1)c1ccccc1	-24.3%
Cc1ccccc1Oc1ccc2c(c1)[C@@H]1C[C@H](N(C)C(=O)c3ccco3)[C@H]([C@H](C)O)C(=O)N1CC2	?

The results go on.
compound	TDP1 cell CPT
COc1ccc(-c2oc3c(c2C#CC2(O)CCCCC2)C(OC)CCC3)cc1 (centres undefined)	?
COc1ccc(Cc2c(C3CCCCC3)nc3ccc(Br)cn23)c(C)c1	16.4µM*
Cc1ccc(C)c(NC(=O)CN2C(=O)C3CC=CCC3C2=O)c1 (centres undefined)	0.1%
COc1ccc(C=C(C(=O)c2ccccc2)C(=O)c2ccccc2)cc1	?
COCCn1c(SCC(=O)Nc2cc(C)on2)nc2c([nH]c3ccccc32)c1=O	?
Cc1ccc(CNc2nc(C)c(-c3ccn(CCN4CCOCC4)n3)s2)o1	25.0%[9.04 µM]
C[C@@H]1CCCCO[C@@H](CN(C)Cc2ccc3c(c2)OCO3)[C@@H](C)CN([C@H](C)CO)C(=O)c2cc(N(C)C)ccc2O1	-2.7%
Cc1ccsc1C(=O)N1CCCCCC1(C)C(=O)NCC(C)C (centres undefined)	-13.5%
COc1cc(=O)n2c(c1C(=O)N(C)Cc1nonc1C)CCN(Cc1ccccc1Cl)CC2	4.8%[9.04 µM]
CNC(=O)C[C@H]1C(=O)N(c2ccc(OC)cc2)C[C@@H]1Cc1ccccc1	-26.9%
CC1(C(=O)Nc2ccc(Cl)cc2)Cc2c(-c3ccc(C(N)=O)cc3)ccnc2O1 (centres undefined)	?
CC1(C)Cc2cccc(OC(=O)NCCc3ccc(F)cc3)c2O1	?

Additional compounds
canonical_smiles	TDP1 cell CPT
CCC(CC)C(=O)N(C)c1c(C)nc2c(OCC(=O)N(C)C)cccn12	-14.6%
C[C@H](CO)N1C[C@H](C)[C@@H](CN(C)Cc2cccc(C(=O)O)c2)Oc2cc(Br)ccc2S1(=O)=O	-3.8%
C=CCNc1ncnc2c1ncn2[C@H]1CN(Cc2cccc3ccccc23)C[C@@H](CO)O1	?
CC1(C(=O)NS(=O)(=O)c2ccc(F)cc2F)CCN1C(=O)Cc1ccc(Cl)cc1Cl (centres undefined)	-16.8%
CC(=O)c1cccc(NC(=O)c2cc(S(=O)(=O)N3CCCCC3)ccc2N2CCOCC2)c1	?
COC(=O)C1CCN(Cc2ccc3c(c2)CN(C(=O)c2sc(C)nc2C)CCO3)CC1	-8.5%[9.04 µM]
CCCCn1nnnc1C(c1cc2ccccc2o1)N1CCN(C/C=C/c2ccccc2)CC1 (centres undefined)	20.6µM*
C(=C\c1ccccc1)/CN1CCN(C(c2ccccc2)c2nnnn2C2CCCCC2)CC1 (centres undefined)	?
Cc1ccc(S(=O)(=O)N2CCOCC2)cc1NC(=O)CN(C)CC(=O)Nc1cccc(F)c1	?
Cc1cnc(CNC(=O)c2c3n(c(C)cc2=O)-c2ccccc2SC(c2ccsc2)C3)cn1 (centres undefined)	-9.8%
CCOCCCNC(=O)c1ccc(CN2CCc3ccccc3C2)cc1	?
CC(=O)Nc1cccc(-c2ccnc3c2CC(C(=O)NCC2CC2)O3)c1 (centres undefined)	?
CC1(C(=O)NCCC#N)CCN1C(=O)Cc1ccc(-c2ccccc2)cc1 (centres undefined)	?
CCOC(=O)C[C@@H]1OC[C@H](C(C)C)N1S(=O)(=O)c1ccc(C)cc1	?
O=C(CC1CCCC1)N1CCN(S(=O)(=O)c2cccc(Br)c2)CC1	18.4µM*

An excerpt of these results, with each value named:
CCC(CC)C(=O)N(C)c1c(C)nc2c(OCC(=O)N(C)C)cccn12
  TDP1 cell CPT: -14.6%

C[C@H](CO)N1C[C@H](C)[C@@H](CN(C)Cc2cccc(C(=O)O)c2)Oc2cc(Br)ccc2S1(=O)=O
  TDP1 cell CPT: -3.8%

C=CCNc1ncnc2c1ncn2[C@H]1CN(Cc2cccc3ccccc23)C[C@@H](CO)O1
  TDP1 cell CPT: ?

Following part:
canonical_smiles	TDP1 cell CPT
COc1ccccc1S(=O)(=O)N(C)C[C@H]1Oc2cc(C#CCC3CCCC3)ccc2S(=O)(=O)N([C@H](C)CO)C[C@H]1C	13µM*
Cc1cccc(C)c1N1C(=O)c2ccccc2NC(=O)C1C(=O)NCCc1ccccc1F (centres undefined)	2.0%
CC1C(=O)N(Cc2cn(Cc3ccco3)nn2)CCS(=O)(=O)N1Cc1ccc(-c2cccc(N(C)C)c2)cc1 (centres undefined)	25.9µM*
Cc1ccc(C)c(CC(=O)N2CCCC(c3cc(C(=O)NCc4ccccc4)no3)C2)c1 (centres undefined)	?
CCN1C(=O)[C@H]2[C@@H](c3ccc(C)cc3)N[C@]3(CCCN(Cc4ccc(Cl)cc4)C3=O)[C@H]2C1=O	?
Cc1cnc(SCc2ccccn2)nc1C1CCCN(C(=O)c2ccc3c(c2)OCCO3)C1 (centres undefined)	17.0%[9.04 µM]
C[C@@H]1CN([C@@H](C)CO)C(=O)CCCn2nncc2CO[C@H]1CN(C)C(=O)Nc1ccc(F)cc1	-2.6%
COc1ccccc1C(=O)NCCN1CCC(n2c(=O)[nH]c3ccccc32)CC1	?
COCCNC(=O)C1(C)CCCN(C(=O)c2cccnc2SC)C1 (centres undefined)	-11.1%
CC1(C(=O)NS(=O)(=O)C2CC2)CCN(C(=O)c2cccc(OC(F)(F)F)c2)C1 (centres undefined)	?
CCOC(=O)N(C)C[C@@H]1OCc2ccccc2-c2c(n(C)c3ccccc23)C(=O)N([C@H](C)CO)C[C@H]1C	?
O=C(O)c1ccccc1-c1ccccc1C(=O)Nc1ccc2c(c1)oc(=O)c1ccccc12	?
CN1OC[C@@H]2CN(C(=S)NCCc3ccccc3)[C@H](c3ccc(-n4ccnc4)cc3)C[C@@H]21	-22.9%
Cc1ccc(Nc2nc(NCc3ccccc3)nc3ccsc23)c(C)c1	23.1µM*
CSc1nc(C(=O)N2CCc3c(cnc(C)c3CNC(=O)c3ccc4c(c3)OCO4)C2)cs1	0.13µM*

The list goes on:
canonical_smiles	TDP1 cell CPT
O=C(CNc1cc(S(=O)(=O)N2CCOCC2)ccc1N1CCCC1)Nc1ccc(Cl)cc1F	?
CC(C)NC(=O)C1Cc2c(-c3ccc4c(c3)OCO4)ccnc2O1 (centres undefined)	?
O=C(C[C@H]1C=C[C@H](NC(=O)Nc2ccccc2F)[C@@H](CO)O1)NCc1ccc(-c2ccccc2)cc1	-13.8%
ClCCn1c(CCl)nc2ccc(Cl)cc21	?
COc1cc(Nc2ccn3nc(-c4ccccc4Cl)cc3n2)cc(OC)c1OC	?
Cc1cc(N2CCN(C(=O)c3[nH]c(C(F)(F)F)nc3-c3ccccc3)CC2)c2ccccc2n1	16.4µM*
CC(=O)Nc1cc(-c2cccc(C(=O)NCCO)c2)cn2c(-c3cccc(C(F)(F)F)c3)cnc12	18.4µM*
O=C(NC[C@@H]1CCCN2CCCC[C@H]12)c1cnn(-c2nccc(-c3ccco3)n2)c1C1CC1	4.1%[9.04 µM]
Cc1nc(C)n(CC(=O)N2CCOc3ccc(CN4CCN(C)C[C@@H]4c4ccccc4)cc3C2)n1	-8.8%[9.04 µM]
CC(C)C[C@@H]1Cc2[nH]c(=S)[nH]c(=O)c2[C@H](C)O1	-0.2%
CCN(CC)C1CCN(C(=O)c2cnn(-c3nccc(-c4ccccc4OC)n3)c2-c2ccco2)C1 (centres undefined)	-1.9%[9.04 µM]
CCCCCCNC(=O)O[C@H]1C[C@H](C(=O)OC)[C@H](C(=O)OC)C2CN(S(=O)(=O)c3ccc(C)cc3)C[C@@]21O (some centres undefined)	?

Five entries picked at random from the list so far, as already listed:
canonical_smiles	TDP1 cell CPT
CCN(CC)C1CCN(C(=O)c2cnn(-c3nccc(-c4ccccc4OC)n3)c2-c2ccco2)C1 (centres undefined)	-1.9%[9.04 µM]
CC(C)C[C@@H]1Cc2[nH]c(=S)[nH]c(=O)c2[C@H](C)O1	-0.2%
Cc1cc(N2CCN(C(=O)c3[nH]c(C(F)(F)F)nc3-c3ccccc3)CC2)c2ccccc2n1	16.4µM*
O=C(C[C@H]1C=C[C@H](NC(=O)Nc2ccccc2F)[C@@H](CO)O1)NCc1ccc(-c2ccccc2)cc1	-13.8%
O=C(CNc1cc(S(=O)(=O)N2CCOCC2)ccc1N1CCCC1)Nc1ccc(Cl)cc1F	?

These rows are one share of the data; rates above refer to the full screens.
